# SUMO HTRF inh = SUMOylation inhibition; P63279; HTRF SUMOylation assay, SAE1/SAE2 + UBC9, in vitro; inhibition, % at 35 µM; hit rate 0.36% among 290,000; AID 2006; in the data active = inhibition above about 50%, passing the limit was not always enough; also: strong numbers were not always called active
# Target sequence (P63279 whole entry, looked up): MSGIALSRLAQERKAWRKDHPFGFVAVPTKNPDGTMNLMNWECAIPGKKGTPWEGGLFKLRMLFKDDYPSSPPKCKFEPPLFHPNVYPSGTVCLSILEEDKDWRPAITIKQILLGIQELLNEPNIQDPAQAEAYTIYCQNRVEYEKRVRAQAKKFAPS
# VIM-2 inh = inhibitors of Pseudomonas aeruginosa VIM-2 metallo-beta-lactamase. purified VIM-2, nitrocefin hydrolysis, epi-absorbance fluorescence. inhibition, % at 5.6 µM. hit rate 0.89% among 290,000;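 active = inhibition above the mean of all tested compounds plus 3 SD, cutoff set per screening run, cut at about 7.5% in these data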;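 also: red hydrolysis product quenches plate fluorescence so inhibitors raise well fluorescence; 0% = enzyme with DMSO and 100% = DMSO without enzyme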
# HCV NS3 hel inh = inhibitors of Hepatitis C virus NS3 helicase; NS3 helicase DNA unwinding, Cy5 molecular beacon fluorescence; inhibition, % at 10.9 µM; hit rate 0.56% among 290,000; AID 1800;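 active = inhibition above the mean of all tested compounds plus 3 SD, set per campaign, cut at about 35% in these data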;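 also: 0% = DMSO wells and 100% = thioflavine S control wells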
#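 Compound dosing – single dose, 10.9 µM nominal final, DMSO 0.8% final · System – NS3 helicase fragment of HCV · Buffer or medium – MOPS pH 6.5, MgCl2, DTT, Tween20, BSA · Signal – Cy5 beacon fluorescence read at start and 1 h · Also added – annealed dual-labelled DNA beacon duplex, ATP-started · Schedule – 1 h at 25 °C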
# NALP1 inh = blocks the NALP1 inflammasome reconstituted in yeast; S. cerevisiae NALP1/ASC/caspase-1 growth, X-gal OD620, 72 h; AID 2071; hit rate 0.61% among 280,000; inhibition, % at 10 µM; in the data active = inhibition mostly above about 24%, no sharp cut-off; inactive = mostly below about 32%; also: some compounds called inactive have numbers as strong as hits
# IMP-1 inhibitor = inhibitors of Pseudomonas aeruginosa IMP-1 metallo-beta-lactamase; hit rate 0.45% among 290,000; purified IMP-1, nitrocefin hydrolysis, epi-absorbance fluorescence; AID 1556; inhibition, % at 5.6 µM;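 active = inhibition above the mean plus 3 SD of all compounds in the same screening run, cut at about 4.5% in these data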;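 also: 0% = IMP-1 with DMSO and 100% = DMSO wells lacking enzyme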
#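 System – purified recombinant IMP-1 beta-lactamase · Input – IMP-1 dispensed at 0.2 nM · Timing – 15 min preincubation plus 25 min reaction at 25 °C · Signal – Epi-absorbance fluorescence, 480 nm excitation, 530 nm emission · Measure – percent IMP-1 inhibition derived from blank-referenced optical density · Controls – Enzyme-plus-DMSO low control, enzyme-free DMSO high control · Replication – singlicate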
# FID counter = counter-screen for HCV NS3 helicase inhibitors: DNA intercalator displacement. DNA fluorescent intercalator displacement, fluorescence. inhibition, % at 7.9 µM. hit rate 0.17% among 290,000. AID 1845; in the data active = inhibition above about 37%;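 also: 0% = vehicle and 100% = reference compound; higher means more ethidium bromide displaced from hairpin DNA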
# MEKK2 WT-MEK5 = raises or lowers MEK5 binding to wildtype human MEKK2 PB1 domain. Q9Y2U5. bead flow cytometry, Alexa488-MEK5 binding to MEKK2 WT; actives lie on both sides. binding response (% of control), % at 10 µM. hit rate 1.1% among 290,000. AID 1531; in the data active = binding response below about 67% or above about 130%
# PfM18AAP inh = blocks P. falciparum M18 aspartyl aminopeptidase; recombinant PfM18AAP, H-Glu-NHMec fluorogenic cleavage; hit rate 1.2% among 290,000; inhibition, % at 7.35 µM;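 active = inhibition above the campaign mean inhibition over all tested compounds plus 3 SD, cut at about 28% in these data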;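 also: 0% = plate median of test compound wells and 100% = 2 mM ZnCl2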
# MEKK2mut PB1 HTS = signal of MEK5 binding to mutant human MEKK2 PB1 domain; hit rate 0.35% among 290,000; bead flow cytometry, Alexa488-MEK5 binding to MEKK2 mutant; percent response, % at 10 µM; in the data active = percent response above about 24%, passing the limit was not always enough; also: inactives centre near 1; some results filed as inactive read as strong as hits
# * = called active by the depositor; nt = no result given.
SMILES,SUMO HTRF inh,VIM-2 inh,HCV NS3 hel inh,NALP1 inh,IMP-1 inhibitor,FID counter,MEKK2 WT-MEK5,PfM18AAP inh,MEKK2mut PB1 HTS
COCCNC(=O)c1c[nH]c2ccc(S(=O)(=O)N3CCOCC3)cc2c1=O,14.7,-1.2,-4.1,11.1,-2.3,-0.9,98.0,-5.0,0.0
C[N+](C)(C)CC(=O)N1CCN(c2ccc3ccccc3n2)CC1,-5.8,-2.0,-0.2,16.4,-1.6,5.8,105.0,-0.8,1.0
COC(=O)[C@H](Cc1c[nH]c2ccccc12)NC(=O)Cc1c[nH]c2ccccc12,-0.7,-1.9,8.4,0.7,-2.4,-13.6,94.0,4.9,-1.0
O=C(Cc1c(F)cccc1Cl)NCCCn1ccnc1,-11.8,-2.6,15.6,7.3,0.8,8.4,102.0,28.4*,5.0
COc1ccc(NCC(O)COc2ccc(C(C)(C)C)cc2)cc1 (centres undefined),-30.5,-0.3,-11.2,1.9,-0.5,-7.6,104.0,5.5,-5.0
O=C(NCCCN1CCOCC1)C(=O)NCc1ccco1,12.8,1.8,-0.8,13.6,-0.2,8.4,86.0,9.2,-7.0
CC1Cc2ccccc2N1C(=O)CCNS(=O)(=O)c1cccc2nsnc12 (centres undefined),23.6,-1.9,-5.5,-6.2,-4.4,-6.5,104.0,-8.0,3.0
Cc1cccc(-c2cnn(-c3ccccc3)c2N)c1,9.8,-2.9,-11.3,28.2,-2.2,-14.1,108.0,-8.5,7.0
Cc1cc([N+](=O)[O-])nn1CC(=O)NCc1nc2ccccc2[nH]1,12.9,1.3,-3.0,-0.1,-1.6,12.2,93.0,4.1,-11.0
Cc1ccc(NC(=O)c2sc(=S)n(-c3cc(C)ccc3F)c2N)cc1,0.5,-3.1,24.1,-1.7,-3.4,-2.3,96.0,20.0,-5.0
O=C(Cn1nc(-c2nn(CC(=O)c3ccccc3)c3[n+]2CCCCC3)[n+]2c1CCCCC2)c1ccccc1,3.6,-2.6,-73.0,-3.5,-0.5,25.3,110.0,-6.0,6.0
COc1ccccc1NC(=O)CN1C(=O)C2(OCCCO2)c2ccccc21,26.5,-4.1,5.1,8.1,-3.3,-6.4,105.0,4.2,7.0
Cc1cccc(NC(=O)C(CC(C)C)NC(=O)C2CCC(C)CC2)n1 (centres undefined),7.7,0.7,-5.9,4.9,-0.4,0.5,102.0,-1.9,-1.0
CSc1nn2cc(CCN3CCOCC3)c(-c3ccc(F)cc3)nc2c1C#N,18.1,-1.6,-0.9,-4.3,-3.9,-5.0,114.0,1.1,-1.0
COC(=O)c1cc(NC(=O)c2ccccc2)c(=O)oc1C/C=N\OCc1ccc(Cl)cc1Cl,3.2,1.5,9.5,42.5*,2.5,-7.7,86.0,1.1,-9.0
CN(C)CCn1cnc2c1c(=O)[nH]c(=O)n2Cc1ccccc1,-1.2,-2.4,-0.1,23.0,-0.3,3.4,105.0,-6.9,3.0
CC(C)C[C@H](NC(=O)N1c2ccccc2NC(=O)[C@@H]1C(C)C)C(=O)N1CCC[C@@H]1C(=O)O,-2.4,-1.2,-9.2,16.0,-1.2,-21.9,97.0,-2.0,-2.0
COc1cc(NC(=O)CSc2nc(C)c(C)c(C)n2)c(C)cc1[N+](=O)[O-],19.8,-2.8,-4.0,21.4,-2.7,-7.3,94.0,-12.6,-1.0
C/C(=N/NS(=O)(=O)c1ccc(Cl)cc1)c1cccc(NC(=O)c2ccc(Cl)cc2Cl)c1,-31.4,-1.1,8.7,-2.1,-2.7,6.5,nt,0.3,nt
O=C(CCl)N(CCCNC(=O)C(F)(F)F)c1ccc([N+](=O)[O-])cc1,18.1,-0.7,-6.3,-0.3,3.4,2.7,103.0,-1.7,2.0
O=C(NNC(=S)Nc1cccc(C(F)(F)F)c1)c1ccccc1Cl,-178.3,-4.2,-8.0,15.6,-3.2,-1.8,91.0,2.5,1.0
Cc1cc2ncn(CS(C)(=O)=O)c2cc1C,13.6,-0.3,-0.2,4.2,-2.2,8.0,93.0,-2.4,-2.0
Cc1nc(NC(=O)C(Cl)Cl)sc1C(=O)N(C)C,-3.9,-0.6,6.8,18.2,0.8,-6.6,97.0,16.3,-2.0
Cc1ccc(-c2noc(CCC(=O)NCCc3ccccc3Cl)n2)cc1,-11.4,-4.3,-10.9,-7.3,-0.7,-4.5,105.0,-0.7,7.0
COc1ccc(-c2noc(CCC(=O)Nc3cccc(C)c3)n2)cc1,4.5,-0.2,-11.8,2.5,-3.3,-5.5,108.0,4.1,14.0
CC1CCCCN1C(=O)CSc1nc2ccccc2n1CC(=O)N1CCc2ccccc21 (centres undefined),17.4,-0.6,-4.5,26.2,-1.8,-3.2,104.0,-0.6,7.0
Cc1ccc(CN2CCN(/N=C/c3ccc(C(F)(F)F)cc3)CC2)c(C)c1,-2.3,-0.2,-2.2,50.7,-0.7,-0.2,113.0,-7.8,0.0
CCOc1cc2[nH]c(=O)n(CCCCC(=O)NCc3ccco3)c(=O)c2cc1OCC,23.1,-3.5,2.1,-7.4,-1.9,-5.0,102.0,1.0,3.0
COc1ccc(C(=O)C2CCCN(C(=O)c3csc(C(C)=O)c3)C2)c(C)c1 (centres undefined),15.8,2.1,1.7,26.7,-0.1,-34.8,101.0,-8.6,-1.0
Cc1ccc(C2=NC3(CCCCC3)N=C2SCC(=O)Nc2ccc3c(c2)OCCO3)cc1,0.0,2.3,-4.3,25.9,-0.3,-9.4,100.0,0.2,-4.0
Cc1cc(=O)oc2cc(OCC(=O)N/N=C/c3cc([N+](=O)[O-])ccc3O)ccc12,8.6,-1.9,2.0,12.6,0.1,5.4,91.0,0.0,-7.0
O=C1CCCC2=C1C(c1ccc(O)cc1)c1c(ccc3ccccc13)N2 (centres undefined),28.2,-0.1,-10.1,9.6,-2.5,-1.0,97.0,11.0,-1.0
O=C1c2ccc3c4c(ccc(c24)C(=O)N1c1ccc2ccccc2c1)CC3,9.7,-5.6,7.7,7.1,-2.1,-1.1,105.0,4.7,1.0
COc1ccc(NC(=O)c2ccc(Cc3ccc(C)cc3)o2)cc1,19.3,-1.2,-2.9,6.5,-2.1,-21.4,98.0,-5.7,2.0
Cc1cc(OC(C)C(=O)NCc2ccccn2)c2c(C)cc(=O)oc2c1 (centres undefined),23.7,-1.7,-1.7,5.2,-5.5,-19.4,100.0,-2.7,4.0
CCCC(=O)Nc1ccc(NC(=S)NC(=O)c2ccccc2[N+](=O)[O-])cc1,7.4,-3.0,-0.5,13.9,0.2,-3.0,100.0,1.2,7.0
C=CCn1cnc2scc(-c3ccc(C)cc3)c2c1=O,-9.4,-4.0,3.9,0.6,-2.9,-7.4,105.0,3.5,2.0
CCC(C)NC(=O)C(Cc1ccccc1)n1cccc1 (centres undefined),19.3,-1.3,-0.6,30.8,-1.9,5.0,109.0,-1.0,6.0
Cc1ccc2nsnc2c1NC(=O)COc1ccccc1,1.0,-1.9,-4.2,1.5,-3.0,-1.3,99.0,2.8,-1.0
COc1ccc(CC(=O)NCc2ccco2)cc1OC,-11.8,-4.3,-3.1,22.3,-3.1,-3.3,112.0,-7.0,7.0
CC1C/C(=N/Nc2ccc([N+](=O)[O-])cc2[N+](=O)[O-])CC(C)(C)C1 (centres undefined),-2.4,-0.1,-5.5,14.0,1.9,2.0,101.0,-11.7,3.0
O=C(CN1CCCCC1)Nc1cc(Cl)ccc1Cl,6.7,-2.7,3.0,27.2,-2.3,-3.4,108.0,-8.8,7.0
CN(C)CCNC(=O)c1cc(Br)ccc1Cl,7.0,0.2,-3.5,21.0,-1.1,0.5,105.0,-12.4,5.0
C=CC(=O)N=c1sc2ccccc2n1-c1ccccc1,15.8,-0.6,-1.8,-19.6,-4.2,-9.7,92.0,8.4,-8.0
Cc1cccc(NC(=O)C2CCCN2S(=O)(=O)c2ccc3c(c2)n(C)c(=O)c(=O)n3C)c1 (centres undefined),-1.8,0.9,11.2,15.8,-1.0,1.0,73.0,5.2,-8.0
CCCN1CCC(N2CCCC(C(=O)O)C2)CC1 (centres undefined),13.9,-0.8,-0.7,0.0,-2.8,-2.1,92.0,-10.1,-1.0
O=C(Cc1cccs1)NNC(=S)NC(=O)c1ccccc1,-18.5,-4.5,2.3,-6.5,-3.4,-3.8,105.0,34.8*,-1.0
Cc1nn2c(-c3ccncc3)ccnc2c1Br,-3.0,6.0,-7.3,-19.1,-0.1,-0.7,93.0,-3.5,-3.0
CC(=O)c1ccc(N2CCN(CCC#N)CC2)c(F)c1,4.3,-0.8,3.1,nt,-3.5,7.8,108.0,-4.8,10.0
CN(c1ccccc1)S(=O)(=O)c1cccc(C(=O)N2CCN(c3ccccn3)CC2)c1,23.4,1.5,-9.2,-18.2,0.8,-24.8,102.0,-3.2,0.0
# Further results
SMILES,SUMO HTRF inh,VIM-2 inh,HCV NS3 hel inh,NALP1 inh,IMP-1 inhibitor,FID counter,MEKK2 WT-MEK5,PfM18AAP inh,MEKK2mut PB1 HTS
CCC(=O)Nc1ccc2c(c1)C(=O)N(C)C2=O,41.1,-4.6,3.7,13.2,-4.3,0.6,93.0,-23.2,-3.0
CCOP(=O)(OCC)c1nc(-c2ccc(OC)cc2)oc1N1CCOCC1,31.8,-1.1,4.4,nt,-0.9,-24.6,110.0,-5.4,7.0
COC(=O)c1ccc(CN2CCCC(C(=O)Nc3cccc(-n4cnnn4)c3)C2)cc1 (centres undefined),6.1,-1.3,-4.4,9.9,-2.6,-1.1,115.0,3.1,8.0
Cc1cccc(C(=O)N2CCN(Cc3ccc4c(c3)OCO4)CC2)c1,-9.2,0.2,-5.2,26.3,-3.7,-17.9,104.0,0.8,10.0
Cc1ccc(C)c(S(=O)(=O)NCCOC(=O)Nc2sc(=S)n(C)c2C)c1,-0.4,-2.0,-4.8,5.3,-4.2,-6.3,102.0,-9.7,4.0
C=CCOc1ccccc1CNCc1cccnc1,10.1,1.8,-8.7,1.9,-1.7,5.3,106.0,-1.0,3.0
Cn1ccnc1SCC(=O)Nc1nc2c(F)c(F)c(F)cc2s1,9.3,-4.6,1.1,36.3*,-3.5,-0.8,82.0,-0.4,-7.0
NS(=O)(=O)c1ccc(NC(=S)NC(=O)C2CCCCC2)cc1,8.7,-3.9,3.4,0.6,0.0,-11.4,96.0,9.3,6.0
